Screening data from PubChem.
APP 5'UTR act: activates APP 5'UTR luciferase reporter. AID 1276. actives 1% (n = 190,000). activation, % at 2 µM. SH-SY5Y APP 5'UTR luciferase reporter, luminescence; zero percent = DMSO vehicle wells;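 active = activation above a set limit, based on mean plus 3 SD of controls, cut at about 140% in these data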; also: values of inactives mirror those of a sister screen read the other way
TLR4 MyD88 comp: TLR4-MyD88 interaction inhibition in cells; HeLa CL3-4 TLR4/MyD88 BLA complementation, FRET ratio; inhibition, % at 8.4 µM; actives 0.18% (n = 200,000); AID 861; in the data active = inhibition above about 25%;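 also: 0% = vehicle and 100% = reference inhibitor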
Target sequence (O00206 whole entry, looked up): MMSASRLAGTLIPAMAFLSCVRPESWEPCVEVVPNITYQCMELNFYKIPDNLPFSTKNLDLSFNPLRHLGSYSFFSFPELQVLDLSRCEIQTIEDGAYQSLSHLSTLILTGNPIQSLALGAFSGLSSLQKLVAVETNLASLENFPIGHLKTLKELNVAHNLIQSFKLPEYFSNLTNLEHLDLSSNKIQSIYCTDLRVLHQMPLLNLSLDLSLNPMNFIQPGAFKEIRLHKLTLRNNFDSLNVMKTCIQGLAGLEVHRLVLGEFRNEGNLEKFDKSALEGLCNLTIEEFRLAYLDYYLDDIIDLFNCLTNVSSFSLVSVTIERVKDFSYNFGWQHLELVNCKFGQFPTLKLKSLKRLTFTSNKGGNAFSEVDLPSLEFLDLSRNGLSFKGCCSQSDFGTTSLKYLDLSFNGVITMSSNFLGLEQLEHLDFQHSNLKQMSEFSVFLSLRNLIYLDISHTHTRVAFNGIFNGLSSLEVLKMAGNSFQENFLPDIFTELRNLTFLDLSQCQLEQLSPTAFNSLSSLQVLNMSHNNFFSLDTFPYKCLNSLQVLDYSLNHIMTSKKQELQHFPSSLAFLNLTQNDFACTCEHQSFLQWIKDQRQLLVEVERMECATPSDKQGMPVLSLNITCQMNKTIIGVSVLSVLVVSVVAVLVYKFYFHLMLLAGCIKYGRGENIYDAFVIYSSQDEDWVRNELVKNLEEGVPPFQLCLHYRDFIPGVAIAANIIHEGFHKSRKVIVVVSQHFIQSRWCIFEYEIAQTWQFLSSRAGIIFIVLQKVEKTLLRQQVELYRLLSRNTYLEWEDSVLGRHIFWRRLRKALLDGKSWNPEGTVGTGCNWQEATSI
Target sequence (Q99836 whole entry, looked up): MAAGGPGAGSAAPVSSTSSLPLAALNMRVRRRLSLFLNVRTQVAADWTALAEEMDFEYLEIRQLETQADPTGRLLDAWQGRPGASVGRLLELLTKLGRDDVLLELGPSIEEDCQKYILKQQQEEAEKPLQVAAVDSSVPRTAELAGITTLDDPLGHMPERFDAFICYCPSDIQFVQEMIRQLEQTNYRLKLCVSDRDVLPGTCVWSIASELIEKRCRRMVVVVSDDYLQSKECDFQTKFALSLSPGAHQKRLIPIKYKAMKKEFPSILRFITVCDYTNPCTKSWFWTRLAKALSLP
APP transl inh: APP translation inhibition | actives 0.82% (n = 190,000) | SH-SY5Y APP 5'UTR-luciferase reporter, luminescence | inhibition, % at 2 µM;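 active = inhibition above a set limit, derived from the sample mean plus 3 SD, cut at about 45% in these data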; also: values of inactives mirror those of a sister screen read the other way
FLuc stim CS: affects firefly luciferase, flagging false hits in luciferase stimulation screens; ATPlite luciferase biochemical, luminescence, 10 min; 0 = ATP-free wells, 1 = DMSO control; activation factor at 10 µM; 200,000 tested, under 10 active; AID 1027;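 active = luciferase activation factor, scaled between plate controls, of at least 2 with compound at 10 µM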
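Assay system – cell-free luciferase reagent · Medium – PBS-based ATP solution · Dosing – test compounds dosed from 2 mM stocks in 100% DMSO · Timing – 10 min, room temperature · Technique – light output (luminescence) · Measure – luminescence gain marking luciferase activators · Controls – No-ATP low control, compound-free enzyme-plus-ATP high control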
STAT1 activator: activators of IFN-gamma induced STAT1 signaling; NIH 3T3 STAT1-luciferase reporter, luminescence; 100% = IFN-gamma alone, no compound; activation (% of control), % at 5.5 µM; actives 2.6% (n = 200,000); AID 932;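 active = activation above the screen-wide mean activation plus 3 SD, cut at about 130% in these data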;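 also: raw ratio to IFN-gamma control signal so 100% means no change and 0% no light; values of inactives mirror those of a sister screen read the other way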
Diaphorase inh: counter-screen for diaphorase-based assays: diaphorase inhibitors and chemical oxidizers. diaphorase resazurin-to-resorufin fluorescence, NADH, 16 min; bacterial (C. kluyveri) enzyme, not human. inhibition, % at 20 µM. actives 0.69% (n = 190,000);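 active = primary screen inhibition at 20 µM above a set limit, cut at about 50% in these data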;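 also: plate controls were DMSO with full reaction for no effect and wells lacking NADH for full effect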
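Assay system – diaphorase enzyme from Clostridium kluyveri · Amount – diaphorase 0.14 U/mL (working solution) · Times – reaction incubation of 16 min at room temperature · Controls – No-NADH positive control and DMSO neutral control · Signal – resorufin fluorescence 544/590 nm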
Diaphorase act: diaphorase activation or chemical reduction counter-screen; AID 1229; activation factor at 20 µM; Diaphorase/resazurin coupled assay, resorufin fluorescence, 16 min; active compounds read high; 1 = vehicle wells, 0 = NADH-free wells; actives 0.005% (n = 190,000);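 active = diaphorase activity raised at least twofold by the compound at 20 µM; inactive = activation factor below 2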
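Assay system: bacterial diaphorase enzyme (C. kluyveri) / Input: enzyme 0.07 U/mL final / Medium: 50 mM HEPES pH 7.4 with 4.542 mM MgCl2, 0.005% Tween 20 / Doses: single compound dose of 20 µM, 1% DMSO final / Incubation: 16 min enzyme reaction, ambient temperature / Signal: fluorescence, excitation 544 nm and emission 590 nm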
G6PDH CS: L. mesenteroides G6PDH inhibition counter-screen. Purified L. mesenteroides G6PDH, diaphorase/resazurin coupled fluorescence, 45 min. inhibition, % at 5 µM. actives 0.12% (n = 200,000). AID 1020; in the data active = inhibition above about 50%
NF-kB neuron act: NF-kB expression increase, human neuronal cells; NF-kB reporter expression; active compounds read high; actives 1.6% (n = 190,000); AID 1239; fold change at 12.5 µM; in the data active = fold change above about 3.3
FLuc inhib CS: counter-screen for luciferase assay inhibitors: firefly luciferase inhibition | P08659 | ATPLite firefly luciferase biochemical luminescence, 10 min | inhibition, % at 10 µM | actives 1.5% (n = 200,000) | AID 1006;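 active = inhibition above about 50% when tested at 10 µM, limit read from the data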
Starred values were filed as active, the others as inactive; · = not tested or not shown.

SMILES | APP 5'UTR act | TLR4 MyD88 comp | APP transl inh | FLuc stim CS | STAT1 activator | Diaphorase inh | Diaphorase act | G6PDH CS | NF-kB neuron act | FLuc inhib CS
N#Cc1nc(COc2ccccc2)oc1N1CCN(c2cccc(Cl)c2)CC1 | 3 | -2 | -3 | 1.1 | 100 | 7 | 0.9 | -40 | 1.3 | -9
COc1ccc(CC(=O)OCc2cc3ccccc3[nH]c2=O)cc1 | -1 | 6 | 1 | 0.9 | 108 | 10 | 0.9 | 21 | 0.85 | 5
Cc1ccc(N/C=C(\C#N)c2ccc(OCCCF)cc2)cc1 | · | 6 | · | 1 | 107 | 0 | 1 | 5 | 1.3 | -3
O=C(c1ccc(F)cc1)N1CCOCC1 | 0 | -2 | 0 | 1.1 | 97 | 0 | 1 | 12 | 1 | -5
Cc1nc2oc3c(NCc4ccccc4)ncnc3c2c2c1COC(C)(C)C2 | 0 | -5 | 0 | 1.1 | 111 | 28 | 0.7 | 11 | 0.98 | -6
CCOc1cc(C(=O)OC(C)C(=O)Nc2ncc(Cl)cc2Cl)ccc1OCC(=O)N1CCOCC1 (stereo unspecified) | -15 | 2 | 15 | 1 | 97 | 13 | 0.9 | -4 | 1 | -2
C/C(=N/NC(=O)Cc1cccc2ccccc12)c1cccs1 | 13 | -17 | -13 | 1 | 92 | 16 | 0.8 | 8 | 0.99 | -3
c1ccc(-c2ccccc2OCCN2CCOCC2)cc1 | -16 | -8 | 16 | 1 | 90 | 18 | 0.8 | -2 | 1 | -3
Cc1cc(SCC(=O)NCCN2C(=O)CSC2=O)nc2ccccc12 | 15 | 0 | -15 | 1 | 92 | -5 | 1.1 | -2 | 1.2 | -2
Cc1ccc2c(c1)[nH]c1c(=O)n(CCC3=CCCCC3)cnc12 | -2 | 13 | 2 | 1.1 | 99 | 2 | 1 | 4 | 1.1 | -11
O=C(NC1CCN(Cc2ccccc2)CC1)c1cncc(Br)c1 | 14 | 5 | -14 | 1 | 97 | 8 | 0.9 | 4 | 1.1 | -4
O=C(CSC1=NCCS1)N1CCN(c2ccccc2)CC1 | -6 | -25 | 6 | 1 | 100 | 1 | 1 | 6 | 2.1 | 0
CN(C)c1ncc(/C=C2/C(=O)NC(=S)N(C3CCCCC3)C2=O)cn1 | -12 | 8 | 12 | 1.1 | 97 | 33 | 0.7 | 15 | 1.2 | -10
COCCn1c(SCC(=O)Nc2ccc3c(c2)OCCO3)nnc1-c1c[nH]c2ccccc12 | 8 | -1 | -8 | 1 | 99 | 7 | 0.9 | 16 | 0.98 | 2
CCNC(=O)Cn1c(=O)c(=O)n(Cc2ccccc2)c2ccc(Cl)cc21 | -3 | -12 | 3 | 1.1 | 92 | -6 | 1.1 | 17 | 0.97 | -6
Cc1nc(Nc2ccccc2)sc1C | 24 | 4 | -24 | 0.9 | 113 | -4 | 1 | 11 | 0.98 | 6
COc1ccc(N2CCN(C(=O)CN(c3ccc(Br)cc3)S(C)(=O)=O)CC2)cc1 | -19 | -7 | 20 | 1 | 93 | 7 | 0.9 | 2 | 0.91 | -3
O=C(CSC1=NCCN1)C1COc2ccccc2O1 (stereo unspecified) | -8 | 11 | 8 | 1.1 | 112 | 1 | 1 | 4 | 1.1 | -6
CC(=O)c1cccc(N(C(=O)CS(=O)CC(=O)Nc2ccc(F)cc2)C(C(=O)NC2CCCCC2)c2ccc(C)o2)c1 (stereo unspecified) | -2 | 9 | 2 | 1.2 | 101 | 26 | 0.7 | 2 | 1.1 | -21
O=C(COC(=O)CCC(=O)c1ccc(F)cc1)Nc1ccc(N2CCOCC2)cc1 | 5 | -4 | -5 | 1 | 100 | 20 | 0.8 | 6 | 1.5 | -2
COc1ccc(CCNC(=O)Cn2cnc3ccccc3c2=O)cc1OC | 4 | 6 | -4 | 1 | 105 | 7 | 0.9 | -6 | 1.1 | 2
COC(=O)N1CC=CC1(C)C(=O)NCc1cc(F)cc(C(F)(F)F)c1 (stereo unspecified) | -3 | -2 | 3 | 1.1 | 106 | 5 | 0.9 | 14 | 0.8 | -9
O=C(Nc1cccc2ccccc12)c1ccc([N+](=O)[O-])s1 | -25 | 0 | 25 | 1.1 | 91 | 6 | 0.9 | 9 | 3.8* | -5
COc1ccc(OC)c(Nc2ncnc3ccccc23)c1 | -3 | -9 | 3 | 0.9 | 100 | 9 | 0.9 | 11 | 1 | 9
COc1ccc(C(=O)OCC(=O)Nc2ccc(F)cc2F)cc1OC | -1 | 14 | 1 | 1 | 90 | -5 | 1.1 | 0 | 1.2 | 1

Overlap with the part before: two entries; new compounds follow.
SMILES | APP 5'UTR act | TLR4 MyD88 comp | APP transl inh | FLuc stim CS | STAT1 activator | Diaphorase inh | Diaphorase act | G6PDH CS | NF-kB neuron act | FLuc inhib CS
COc1ccc(OC)c(Nc2ncnc3ccccc23)c1 | -3 | -9 | 3 | 0.9 | 100 | 9 | 0.9 | 11 | 1 | 9
COc1ccc(C(=O)OCC(=O)Nc2ccc(F)cc2F)cc1OC | -1 | 14 | 1 | 1 | 90 | -5 | 1.1 | 0 | 1.2 | 1
Cc1c(-n2c(-c3ccccc3Cl)n[nH]c2=S)c(=O)n(-c2ccccc2)n1C | -9 | -3 | 9 | 1 | 99 | -7 | 1.1 | 2 | 1 | 3
COc1ccc(C(=O)NCC(=O)OCC(=O)c2ccc3c(c2)OCCO3)cc1 | 4 | -2 | -4 | 0.9 | 94 | -10 | 1.1 | 2 | 1 | 7
O=C(COC(=O)C12CC3CC(CC(Br)(C3)C1)C2)N1CCOCC1 | 19 | -12 | -19 | 1.1 | 101 | 10 | 0.9 | 4 | 1.4 | -5
O=C(N/C(=C\c1ccc(Cl)cc1)C(=O)N1CCOCC1)c1ccc([N+](=O)[O-])cc1 | -3 | 0 | 3 | 1 | 105 | -1 | 1 | 17 | 1.3 | 2
CN(C)c1ccc(CNCCC2CCOC(C)(C)C2)cc1 (stereo unspecified) | -10 | -8 | 10 | 1 | 98 | 15 | 0.8 | 5 | 1.3 | -2
Cc1cc(C)n(-c2nc3ccccc3c(=O)n2OCc2ccc(Cl)cc2)n1 | 1 | -3 | -1 | 1.1 | 89 | 6 | 0.9 | 2 | 0.8 | -9
O=C(c1ccc(Cl)cc1)N1CCCC(c2ccccc2)=N1 | 0 | 2 | 0 | 1.1 | 103 | 15 | 0.8 | 1 | 0.99 | -6
CCOC(=O)c1c(NC(=O)CSc2nc3ccccc3c(=O)n2-c2ccccc2)sc(C(C)=O)c1C | 25 | 5 | -25 | 1 | 109 | -6 | 1.1 | 4 | 0.95 | -3
CC(=O)Nc1coc2ccc(Br)cc12 | -13 | -6 | 13 | 1.1 | 97 | 11 | 0.9 | -1 | 1.1 | -8
COC(=O)c1ccc(Cn2cc(C(F)(F)F)ccc2=O)cc1 | 6 | -15 | -6 | 1.1 | 99 | 7 | 0.9 | 2 | 1.1 | -7
CCOC(=O)c1cnc2nc(SC)nn2c1N | 11 | 10 | -11 | 1 | 102 | 2 | 1 | -4 | 1.6 | -3
CCCOc1ccc(NC(=O)C(=O)NCCCn2ccnc2)cc1 | 7 | -10 | -7 | 1 | 96 | 4 | 1 | 23 | 1.1 | -1
COc1nc(NC(C)=O)nc(C)c1Br | 14 | -11 | -14 | 1 | 95 | 13 | 0.9 | 7 | 0.9 | -3
CCOC(=O)c1c[nH]c(=O)c(Br)c1O | 5 | -11 | -4 | 1.1 | 89 | 11 | 0.9 | -1 | 1.3 | -6
O=C(CCNc1cccc(C(F)(F)F)c1)c1ccco1 | -9 | 3 | 10 | 1 | 101 | 12 | 0.9 | 4 | 1.1 | 0
O=C(CSc1nncn1-c1ccccc1)NC1CCCCC1 | -4 | -9 | 4 | 1.1 | 100 | -1 | 1 | 8 | 1.1 | -9
O=C(c1ccco1)N1CCN(C(=O)C2CC(c3ccc(F)cc3)=NO2)CC1 (stereo unspecified) | -8 | -3 | 8 | 1.1 | 98 | 4 | 1 | -12 | 1.1 | -8
O=S(=O)(c1ccc(-c2csc(=Nc3ccccc3)n2CCCN2CCOCC2)cc1)N1CCOCC1 | -8 | 22 | 8 | 1.1 | 104 | 6 | 0.9 | 3 | 0.36 | -8
C/C(=N\NC(=O)c1c(Cl)cnn1C)c1cccc(NC(=O)COc2ccccc2)c1 | 32 | -1 | -32 | 1 | 104 | 12 | 0.9 | -63 | 0.64 | -4
Cc1cccc(OCC(=O)N/N=C\c2cn(C)c3ccccc23)c1 | 3 | -10 | -3 | 1 | 109 | 18 | 0.8 | 8 | 1.5 | -3
CO/N=C\CC(=O)Nc1ccc(F)cc1 | -7 | -6 | 7 | 1.1 | 109 | 24 | 0.8 | -11 | 1 | -6
Cc1ccccc1C1=NC(C(F)(F)F)(C(F)(F)F)c2c(n(-c3ccc(F)cc3)c(=O)[nH]c2=O)N1 | 8 | -7 | -8 | 1 | 99 | 15 | 0.9 | 5 | 0.92 | -1
O=C(NCCc1c[nH]c2ccccc12)/C(=C\c1cccs1)NC(=O)c1ccccc1 | 1 | 0 | -1 | 1.1 | 104 | 24 | 0.8 | 8 | 1 | -9
CCOC(=O)C1C(=O)NC(c2ccccc2)=NC1c1ccc(Br)cc1 (stereo unspecified) | 16 | -3 | -16 | 1 | 104 | 5 | 0.9 | 2 | 1 | -3
COCCNC(=O)Cn1cc2c(n1)CCC(C)C2 (stereo unspecified) | 15 | · | -15 | 1 | · | 20 | 0.8 | -1 | 0.92 | -4

2 entries from above, field by field.
Cc1cc(C)n(-c2nc3ccccc3c(=O)n2OCc2ccc(Cl)cc2)n1
  APP 5'UTR act: 1	TLR4 MyD88 comp: -3	APP transl inh: -1	FLuc stim CS: 1.1	STAT1 activator: 89	Diaphorase inh: 6	Diaphorase act: 0.9	G6PDH CS: 2	NF-kB neuron act: 0.8	FLuc inhib CS: -9

O=C(c1ccc(Cl)cc1)N1CCCC(c2ccccc2)=N1
  APP 5'UTR act: 0	TLR4 MyD88 comp: 2	APP transl inh: 0	FLuc stim CS: 1.1	STAT1 activator: 103	Diaphorase inh: 15	Diaphorase act: 0.8	G6PDH CS: 1	NF-kB neuron act: 0.99	FLuc inhib CS: -6

Following part.
SMILES | APP 5'UTR act | TLR4 MyD88 comp | APP transl inh | FLuc stim CS | STAT1 activator | Diaphorase inh | Diaphorase act | G6PDH CS | NF-kB neuron act | FLuc inhib CS
O=C(c1c(F)cccc1F)N1CCCC1 | -10 | 1 | 10 | 1 | 102 | -35 | 1.3 | 10 | 1 | -1
CCC(C)Nc1nc2c(c(=O)n(C)c(=O)n2C)n1Cc1cccc(C)c1 (stereo unspecified) | 10 | 8 | -10 | 1.1 | 94 | 12 | 0.9 | 9 | 0.81 | -8
CCN(CC)S(=O)(=O)c1cc(C(=O)c2nccn2C)ccc1Cl | -14 | 4 | 14 | 1.1 | 99 | 6 | 0.9 | -6 | 1.5 | -6
Nc1ccc2c(c1)Nc1ccccc1CC2 | 15 | -13 | -15 | 1 | 94 | 62* | 0.4 | 28 | 1.5 | -2
Cc1cccc(OCC(=O)Nc2ccc(N3CCN(C(=O)c4ccccc4)CC3)cc2)c1 | -9 | -10 | 9 | 1 | 91 | 16 | 0.8 | 8 | 0.95 | 0
COCc1cc(C)nc(SCC[N+](C)(C)CC(=O)Nc2cccc(C(F)(F)F)c2)c1C#N | -2 | 3 | 2 | 1 | 104 | -4 | 1 | -2 | 1.2 | -1
